CHO-K1 Ca antag: nonselective inhibitor or artifact in parental CHO-K1 cells; AID 602250; inhibition, % at 3 µM; 360,000 tested, 0.6% active; ATP-induced calcium, Fluo-8 fluorescence;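 active = inhibition above a per-plate cutoff, the plate's mean sample inhibition plus 3 SD, cut at about 24% in these data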;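 note: 0% = DMSO plus EC80 ATP and 100% = DMSO alone without ATP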
OXTR potentiator: human OXTR potentiators, primary screen, fluorescence, CHO-OTR cells, Fluo-8 calcium | Oxytocin receptor (Homo sapiens), P30559 | Fluo-8 calcium fluorescence, potentiator mode; 0% = oxytocin EC15, 100% = EC100 | activation, % at 3 µM | 320,000 tested, 0.061% active | AID 2445, 2010;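 active = activation above that plate's cutoff, the mean activation of tested compounds plus 3 SD, cut at about 6.6% in these data, passing the limit was not always enough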;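 note: 100% uses oxytocin at 75 nM as the full agonist control; some results filed as inactive read as strong as hits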
Target sequence (P30559 whole entry, looked up): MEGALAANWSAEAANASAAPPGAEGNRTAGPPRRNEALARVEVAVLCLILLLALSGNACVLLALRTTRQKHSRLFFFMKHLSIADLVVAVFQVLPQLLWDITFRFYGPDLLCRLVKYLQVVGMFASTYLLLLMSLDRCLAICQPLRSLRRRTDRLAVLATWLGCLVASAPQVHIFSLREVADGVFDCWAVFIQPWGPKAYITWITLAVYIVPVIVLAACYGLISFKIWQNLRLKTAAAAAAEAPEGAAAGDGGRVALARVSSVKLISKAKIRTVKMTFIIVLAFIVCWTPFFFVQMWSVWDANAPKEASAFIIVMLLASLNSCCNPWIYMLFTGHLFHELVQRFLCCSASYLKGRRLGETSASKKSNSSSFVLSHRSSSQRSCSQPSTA
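System: human OTR in CHO cells; Also added: sub-maximal oxytocin, roughly EC15; Timing: compound 6 min at room temperature before oxytocin, 100 s read; Technique: Fluo-8 intracellular calcium fluorescence, ex 470-495, em 515-575 nm; Controls: oxytocin EC15 low and EC100 high; Replication: singlicate.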
CHO-K1 Ca PAM: nonselective calcium activators in parental CHO-K1 cells, primary screen, counter-screen for M1 PAM project, cell-based, Fluo-8 calcium fluorescence, full deck, 1536-well; ATP EC20; 0% at ATP EC20, 100% at ATP max; activation, % at 3 µM; 360,000 tested, 0.02% active; AID 602247, 2012;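 active = activation above the run cutoff, the mean activation of all test compounds plus 3 SD, cut at about 40% in these data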;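 note: peak over basal fluorescence ratio in a 140 s read after ATP addition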
TAAR1 antagonist: human TAAR1 antagonists, primary screen, Fluo-8 calcium fluorescence, CHO RD-HGA16 cells; Trace amine-associated receptor 1 (Homo sapiens), Q96RJ0; inhibition, % at 3 µM; 360,000 tested, 1.5% active; antagonist;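 active = inhibition above a per-plate cutoff, the mean inhibition of test compounds on that plate plus 3 SD, cut at about 49% in these data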;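 note: 0% = DMSO plus EC80 beta-PEA response and 100% = DMSO alone without agonist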
Target sequence (Q96RJ0 whole entry, looked up): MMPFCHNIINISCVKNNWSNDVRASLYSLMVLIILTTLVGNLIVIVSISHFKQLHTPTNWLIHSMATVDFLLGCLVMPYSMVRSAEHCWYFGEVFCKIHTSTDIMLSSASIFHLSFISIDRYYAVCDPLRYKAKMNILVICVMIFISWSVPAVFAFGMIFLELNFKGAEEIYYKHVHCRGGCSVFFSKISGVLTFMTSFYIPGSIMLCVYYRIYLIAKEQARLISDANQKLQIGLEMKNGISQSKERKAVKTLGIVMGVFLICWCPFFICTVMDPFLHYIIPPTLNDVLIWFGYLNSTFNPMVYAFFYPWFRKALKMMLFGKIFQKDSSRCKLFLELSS
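Assay system: CHO-derived RD-HGA16 cells stably expressing human TAAR1 plus Gα16. Timing: 140 s kinetic read after compound, 140 s after agonist. Technique: kinetic Fluo-8 calcium fluorescence measurement. Measure: % inhibition of agonist calcium response.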
V1aR counter: agonists of human V1a receptor, primary screen, counter-screen for OXTR agonist project, fluorescence, CHO-V1R cells | Vasopressin V1a receptor (Homo sapiens), P37288 | Fluo-8 calcium fluorescence, agonist mode; 0% DMSO, 100% 3 nM vasopressin | activation, % at 3 µM | 320,000 tested, 0.25% active | AID 2797, 2010;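 active = activation above the mean activation of all tested compounds plus 3 SD, per screening run, cut at about 20% in these data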;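 note: signal is peak over basal fluorescence ratio across a 100 second FLIPR read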
CHRM1 agonist: human M1 muscarinic receptor agonists, primary screen, Fluo-8 calcium fluorescence, CHO-K1 cells, HTS | CHO-K1 hM1, agonist mode; 0% DMSO, 100% acetylcholine EC100 | activation, % at 3 µM | 360,000 tested, 0.33% active;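 active = activation above the run's mean compound activation plus 3 SD, cut at about 16% in these data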;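 note: peak over basal fluorescence ratio within a 140 s kinetic read after compound addition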
CHO parental Ca: ATP-evoked calcium signal inhibitors, parental CHO, primary screen, counter-screen for OX1R antagonist project, cell-based, fluorescence, Fluo-8 calcium dye; parental CHO-K1, ATP-induced calcium, Fluo-8 fluorescence; 330,000 tested, 0.63% active; AID 463079, 2010; inhibition, % at 5.6 µM;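 active = inhibition above that plate's mean sample inhibition plus 3 SD, cut at about 26% in these data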;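 note: 0% = ATP-challenged DMSO wells and 100% = DMSO wells without ATP; some compounds past the cut are filed as inactive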
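Material: parental CHO cells / Compound: single nominal dose of 5.6 µM per compound / Signal: Fluo-8 fluorescence / Replicates: singlicate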
TAAR1 agonist: human TAAR1 agonists, primary screen, Fluo-8 calcium fluorescence, CHO RD-HGA16 cells; Trace amine-associated receptor 1 (Homo sapiens), Q96RJ0; vehicle wells 0%, saturating PEA agonist 100%; activation, % at 3 µM; 360,000 tested, 0.99% active;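 active = activation above the mean activation of all test compounds in the run plus 3 SD, cut at about 38% in these data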
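System: CHO-derived RD-HGA16 cells with stable Gα16 and human TAAR1 / Times: 17-24 h plating, Fluo-8 75 min 37 °C, 30 min RT / Technique: calcium-sensitive Fluo-8 signal, excitation 470-495, emission 515-575 nm / Measure: % activation relative to PEA EC100 response / Benchmarks: DMSO and PEA EC100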
M1 ag parental: counter-screen for M1 agonists: effect in parental CHO-K1 cells. AID 602248, 2012. Fluo-8 calcium fluorescence; scaled to maximal ATP response, vehicle zero. 360,000 tested, 0.48% active. activation, % at 3 µM; in the data active = activation above about 15%;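 note: untransfected CHO-K1 host cells lacking M1 receptor as counterscreen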
Numbers without * were called inactive; nt = no result given.

SMILES	CHO-K1 Ca antag	OXTR potentiator	CHO-K1 Ca PAM	TAAR1 antagonist	V1aR counter	CHRM1 agonist	CHO parental Ca	TAAR1 agonist	M1 ag parental
CCn1c(CNC(=O)c2ccccc2F)nnc1SCC(=O)Nc1nncs1	-5	-2	9	-19	0.2	-3	0	1	-0.2
CCn1c(SCC(=O)Nc2ccc3c(c2)n(C)c(=O)n3C)nnc1-c1ccncc1	-7	-6	15	-9	-0.8	-3	-3	0	1.3
CC(=O)c1cccc(NC(=O)C(C)OC(=O)c2cc(=O)[nH]c3ccccc23)c1 (stereo unspecified)	4	-1	-7	18	0.1	-2	-6	9	3.9
CCCCS(=O)(=O)/C=C/[C@H]1[C@H](S(=O)(=O)CCCC)[C@H]2C=C[C@@H]1C2	-23	3	8	-8	0.0	-1	-9	0	0.4
COc1cc2c(cc1OC)CN(Cc1ccc(C)cc1)CC2	-3	-11	2	-7	1.0	-8	-17	0	0.1
NCC/C=C1/c2ccccc2CSc2ccccc21	-4	-8	4	11	17	-6	14	9	1.3
CC(C)(C)C1CCC(OCC(O)CN2CCN(c3ccccn3)CC2)CC1 (stereo unspecified)	-17	-5	20	-18	0.0	-7	-11	9	3.8
N#C/C(=C1/CCCN1)c1ccccn1	-3	0	6	0	-0.7	-5	-6	4	0.4
COc1ccc(C(NC(=O)C2CCN(CCOc3ccc(F)cc3)CC2)c2cccs2)cc1 (stereo unspecified)	-12	nt	19	-14	nt	2	nt	20	4.6
CCC(CC(C)(C)O)C(=O)NNC(=S)Nc1ccccc1 (stereo unspecified)	-5	4	17	-1	-0.3	-5	-2	3	0.4
COC(=O)C1=C(CS(=O)(=O)c2cc(OC)ccc2OC)NC(=O)NC1c1ccc(O)c(OC)c1 (stereo unspecified)	-1	-5	2	3	0.7	-2	3	0	0.1
COc1ccccc1N1CCN(C(=O)C(C)N(c2ccccc2)S(C)(=O)=O)CC1 (stereo unspecified)	-6	-6	14	12	0.8	-3	-5	9	0.8
O=C(c1ccccc1)C1CC=CCC1C(=O)c1ccccc1 (stereo unspecified)	6	nt	-20	-12	nt	-3	nt	5	-0.5
CCOc1cccc(OCCn2cnc3ccccc3c2=O)c1	-6	-7	-3	11	3.2	1	-11	2	1.0
O=C(Cc1ccc(Cl)cc1)OCC(=O)N1CCCCCC1	-18	-4	31	0	-0.1	-4	-7	1	0.9
N/C(CC(=O)Nc1ccc(F)cc1F)=N\OC(=O)c1cccs1	-3	-5	15	-23	0.0	-3	-5	1	0.2
CCCCOc1ccc(C(=O)NCC(=O)N2CCN(C(=O)c3ccco3)CC2)cc1	10	-2	-5	-10	-0.3	1	-17	1	-0.2
O=C(NCCN1CCOCC1)c1ccc2c(c1)N(Cc1ccc(Cl)cc1)CCS2	-11	-3	12	-7	0.8	-3	-25	1	1.9
COc1ccc(-c2cc(C(F)(F)F)n3nc(C(=O)NCCN4CCOCC4)cc3n2)cc1	-1	-6	7	-29	-1.1	-5	-10	1	0.4
CN1C(=O)C(CC(=O)Nc2ccccc2F)N(NC(=O)c2ccc(Br)cc2)C1=S (stereo unspecified)	-19	-4	11	-4	3.6	-4	-12	3	4.1
COc1ccc(C2=CSC3=NCCN23)cc1Br	-3	3	15	-19	0.0	-8	-3	6	0.7
O=C(NCc1cccc(Cl)c1)c1ccc(CS(=O)Cc2ccccc2Cl)o1 (stereo unspecified)	-19	-5	-10	18	8.5	2	-22	8	4.8
CC(C)CCC(C)NC(=O)Cc1ccc(S(=O)(=O)N2CCOCC2)s1 (stereo unspecified)	-13	-2	8	-24	0.5	-2	-19	2	0.9
O=C(CNC(=O)C1CCCCC1)NNC(=O)c1ccccc1Br	-7	-9	-1	-26	-0.3	-3	-5	3	0.4
CN(C)c1nc(N)nc(N(c2ccccc2)c2ccccc2)n1	-8	1	25	7	0.0	-8	-16	-2	0.1
(list continues)
SMILES	CHO-K1 Ca antag	OXTR potentiator	CHO-K1 Ca PAM	TAAR1 antagonist	V1aR counter	CHRM1 agonist	CHO parental Ca	TAAR1 agonist	M1 ag parental
Cc1cc(NC(=O)Nc2ccccc2[N+](=O)[O-])no1	5	-8	2	9	-0.6	-5	-10	2	0.3
Cc1nc(N/C(N)=N/S(=O)(=O)c2ccc([N+](=O)[O-])cc2)nc2ccccc12	-7	-6	24	-5	0.2	-8	-15	3	0.1
O=C(OCC(=O)c1c[nH]c2ccccc12)c1cccc([N+](=O)[O-])c1	-12	-7	10	43	4.5	-2	-6	28	8.6
CCC1CCCCN1C(=S)NC1CCCCC1 (stereo unspecified)	-13	5	25	-16	-0.7	-8	-5	1	1.0
O=C(NCCNCc1ccccn1)c1ccco1	-10	-11	19	-35	-0.2	-10	-1	7	0.6
O=C(CSc1nc2sc3c(c2c(=O)[nH]1)CCC3)NCCO	-9	-4	19	-30	-0.6	-3	-4	1	1.4
COC(=O)c1ccccc1OC(=O)c1cc[n+]([O-])cc1	1	0	-3	-2	0.7	-6	-18	5	-0.1
CCN(c1cccc(C)c1)S(=O)(=O)c1ccc(-c2ccc(=O)[nH]n2)o1	-7	-11	-1	-3	-0.8	3	-7	0	0.7
CCCNC(=O)C1(C)CCN(C(=O)c2sccc2C)C1 (stereo unspecified)	7	nt	6	-40	nt	0	nt	2	0.2
CCCCOCCCNC(=O)c1c(-c2ccccc2)noc1C	-3	2	3	-2	-0.5	-3	-31	1	0.4
O=[N+]([O-])c1ccc(Cl)c(S(=O)(=O)Nc2ccc(S(=O)(=O)N3CCOCC3)cc2)c1	-18	-1	13	-10	0.7	7	9	4	0.3
CS(=O)(=O)N1CCN(CC(=O)NC2CCCC2)CC1	-6	-5	19	-11	1.0	-1	1	2	0.9
CN(CC(=O)N1CCN(Cc2ccccc2)CC1)S(=O)(=O)c1cccc2nsnc12	-8	-4	4	-15	1.9	-3	-11	7	5.6
CCN(CC)S(=O)(=O)c1ccc(C(=O)OCCN2C(=O)c3cccc4c(N5CCOCC5)ccc(c34)C2=O)cc1	-8	4	17	19	3.3	1	-14	-1	2.2
COc1ccc([N+](=O)[O-])cc1-n1cnnn1	1	5	-8	-27	0.2	-4	1	-1	-0.3
COc1ccc(OC)c(CCNC(=O)C(=O)Nc2ccc3nc4n(c(=O)c3c2)CCCCC4)c1	-8	-6	-10	-22	3.7	-4	-40	2	0.9
CC(C)Oc1ccc(CCc2n[nH]c(=S)n2Cc2ccccc2)cc1	-23	-5	11	31	-0.6	-10	12	4	1.0
CC(=O)NN1C(=O)c2ccccc2NC1c1ccccc1F (stereo unspecified)	6	-9	-24	6	-0.1	-1	4	2	2.8
O=C(Nc1cccc(F)c1)C1CCN(C(=O)Cc2ccccc2)CC1	-4	-3	12	-10	2.4	-2	-1	15	0.4
CCOC(=O)N/N=C(\c1ccccc1)C(O)c1ccccc1 (stereo unspecified)	-5	0	-4	-27	-0.2	-4	-8	0	-0.3
COc1ccc(S(=O)(=O)Oc2c(OC)cc(C(=S)N3CCOCC3)cc2OC)cc1	-4	-2	3	4	0.6	-2	-16	2	1.0
CCC(C)(C)C1CCC(=NNS(=O)(=O)c2ccc(C)c([N+](=O)[O-])c2)CC1 (stereo unspecified)	-9	0	8	21	1.1	-5	-4	0	0.2
NC(COCc1ccccc1)c1csc(Nc2ccc(C(F)(F)F)cn2)n1 (stereo unspecified)	-2	nt	5	3	nt	3	nt	36	1.5
Cc1noc(C)c1S(=O)(=O)N1CCC(C(=O)Nc2ccc(Br)cc2)CC1	-8	-6	6	-13	3.0	0	10	4	1.1
CC[C@H](C)[C@@H](CO)NC(=O)[C@H]1O[C@@H](n2ccc(N)nc2=O)[C@H](O)[C@@H]1O	6	nt	14	-16	nt	-4	nt	3	0.6

The closing 4 compounds of the part before are carried over, then new ones follow:
SMILES	CHO-K1 Ca antag	OXTR potentiator	CHO-K1 Ca PAM	TAAR1 antagonist	V1aR counter	CHRM1 agonist	CHO parental Ca	TAAR1 agonist	M1 ag parental
CCC(C)(C)C1CCC(=NNS(=O)(=O)c2ccc(C)c([N+](=O)[O-])c2)CC1 (stereo unspecified)	-9	0	8	21	1.1	-5	-4	0	0.2
NC(COCc1ccccc1)c1csc(Nc2ccc(C(F)(F)F)cn2)n1 (stereo unspecified)	-2	nt	5	3	nt	3	nt	36	1.5
Cc1noc(C)c1S(=O)(=O)N1CCC(C(=O)Nc2ccc(Br)cc2)CC1	-8	-6	6	-13	3.0	0	10	4	1.1
CC[C@H](C)[C@@H](CO)NC(=O)[C@H]1O[C@@H](n2ccc(N)nc2=O)[C@H](O)[C@@H]1O	6	nt	14	-16	nt	-4	nt	3	0.6
CCOCCCNC(=O)CCCC1=NS(=O)(=O)c2ccccc2N1	-4	-3	14	-34	-0.4	-3	-6	1	0.1
CC1CC(C)CN(C(=O)c2ccc3c(c2NCCO)C(=O)c2ccccc2C3=O)C1 (stereo unspecified)	3	-17	11	39	1.8	-1	-19	36	2.1
O=C(CN1CCSC1=O)N1CCN(S(=O)(=O)c2ccc(Cl)cc2)CC1	19	-1	-16	2	0.3	-2	-4	-2	0.3
CCn1ncc(C2=NOC(C(=O)NCc3ccccc3)C2)c1C (stereo unspecified)	-7	-1	-3	-9	0.8	-2	-10	4	1.9
O=C1c2ccccc2C(=O)N1CCCc1nc(-c2cccnc2)no1	-15	-11	17	2	0.9	-3	-2	1	0.0
Fc1ccccc1-c1nc(NC2CCCC2)c2ccccc2n1	-7	-11	-10	-3	0.5	0	-20	1	1.9
O=C(c1ccco1)N1CCN(C(=O)c2cn(-c3ccccc3)nc2-c2ccccc2)CC1	-5	5	7	11	2.4	-5	-21	5	3.4
Cc1ccccc1-n1ncc2c1CC(C)(C)CC2NC(=O)CCC1=NNC(=O)CC1 (stereo unspecified)	-12	-6	20	-15	0.6	-4	-18	0	0.3
CCCCCC(=O)Nc1ccc(S(=O)(=O)NC2=NCCCCC2)cc1	-6	-2	7	2	-0.7	-6	7	2	0.2
Cc1cc(NC(=O)CSc2nc3ccccc3[nH]2)n(-c2ccccc2)n1	4	-6	-20	-39	1.7	-3	-35	2	0.4
N#Cc1ccc(Oc2ccc(S(=O)(=O)N3CCCC3)cn2)cc1	-8	-3	9	-1	0.3	-3	6	-1	1.5
